# Keap1-Nrf2 PPI = disrupts human Keap1 binding to Nrf2 peptide; Q14145; Keap1 Kelch-Nrf2 peptide fluorescence polarization, 1536-well; inhibition, % at 9.4 µM; 0.15% of 340,000 active; AID 504523; in the data active = inhibition above about 12%;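 note: human Keap1 Kelch domain with fluorescein labeled Nrf2 9mer peptide probe; 0% = neutral control wells and 100% = peptide positive control; higher means more block of Keap1 binding to Nrf2 peptide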
# LANA DNA inh = KSHV C-LANA DNA binding inhibition; MBP-C-LANA/FAM-LBS DNA binding, fluorescence polarization; inhibition, % at 9 µM; 0.078% of 340,000 active;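 active = highest replicate inhibition at or above 60% at 9 µM, even if other replicates fall short; inactive = all replicates below 60% inhibition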;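 note: 0% = neutral control wells and 100% = 4 µM acridine orange control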
# MOR-DOR ag = agonists of human mu-delta opioid receptor heterodimerization; cells, OPRM1-OPRD1 heterodimerization, luminescence; P35372+P41143; activation, % at 9.3 µM; 0.3% of 340,000 active; AID 504326; in the data active = activation above about 18%;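 note: 0% = vehicle-treated cells and 100% = reference agonist; values of inactives mirror those of a sister screen read the other way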
# Target sequence (P35372 whole entry, looked up): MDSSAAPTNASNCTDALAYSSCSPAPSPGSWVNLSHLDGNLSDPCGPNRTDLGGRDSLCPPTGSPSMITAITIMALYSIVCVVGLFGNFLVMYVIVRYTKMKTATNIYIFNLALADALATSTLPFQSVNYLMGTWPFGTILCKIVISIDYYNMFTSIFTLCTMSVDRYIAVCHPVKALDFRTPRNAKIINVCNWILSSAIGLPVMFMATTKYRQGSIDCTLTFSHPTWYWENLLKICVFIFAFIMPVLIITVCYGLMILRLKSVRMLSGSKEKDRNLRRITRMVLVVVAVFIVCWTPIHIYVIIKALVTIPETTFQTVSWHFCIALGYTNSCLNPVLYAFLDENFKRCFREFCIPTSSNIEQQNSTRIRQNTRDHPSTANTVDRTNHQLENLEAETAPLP
# Target sequence (P41143 whole entry, looked up): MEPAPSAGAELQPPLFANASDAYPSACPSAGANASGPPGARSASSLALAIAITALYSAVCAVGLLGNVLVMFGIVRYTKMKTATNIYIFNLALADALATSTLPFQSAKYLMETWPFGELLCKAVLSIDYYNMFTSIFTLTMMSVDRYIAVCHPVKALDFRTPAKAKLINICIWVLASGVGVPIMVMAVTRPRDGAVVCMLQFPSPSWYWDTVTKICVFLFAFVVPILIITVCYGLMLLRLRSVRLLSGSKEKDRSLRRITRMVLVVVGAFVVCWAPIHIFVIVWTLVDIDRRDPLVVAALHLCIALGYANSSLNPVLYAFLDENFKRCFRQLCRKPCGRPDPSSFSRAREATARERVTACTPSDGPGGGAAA
# Wnt bcat act = Wnt/beta-catenin pathway activation; AID 743398; Wnt/beta-catenin reporter cell assay, activator, plate reader; 1.2% of 300,000 active; activation, % at 9.35 µM; in the data active = activation above about 30%, passing the limit was not always enough;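 note: 0% = neutral control wells and 100% = positive control wells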
# OPRM1-OPRD1 inv = inverse agonists of human mu-delta opioid receptor heterodimerization. P35372+P41143. 0.21% of 340,000 active. inhibition, % at 9.3 µM. cell-based MOR-DOR heterodimer luminescence, inverse agonism; in the data active = inhibition above about 22%, passing the limit was not always enough;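 note: 0% = cells with DMSO and 100% = wells without cells with DMSO; values of inactives mirror those of a sister screen read the other way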
# Arrestin-AP2 inh = inhibitors of human beta-arrestin and AP2 interaction; inhibition, % at 10 µM; AID 504490; 0.31% of 340,000 active; FITC-arrestin peptide / GST-AP2 beads, flow cytometry; AP2 beta2 appendage carries R879A mutation;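 active = inhibition above a set limit, near 3 SD of compounds lacking own fluorescence, cut at about 54% in these data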;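 note: plate controls were DMSO wells for no effect and 5 µM unlabelled arrestin peptide for full effect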
#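 test system = AP2 appendage R879A on GSH beads | buffer or medium = PBS plus Tween 20 (0.05%) and BSA (0.1%) | incubation = 12 min plus 1 h, RT | detection = bead flow cytometry, FITC channel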
# Cardiac RTF inh = cardiac RTF calcium desensitization; P19429+P45379; IANBD-labeled cardiac RTF, Ca2+ fluorescence; 0.12% of 340,000 active; inhibition, % at 7.15 µM;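 active = inhibition above the mean inhibition of all tested compounds plus 3 SD, cut at about 17% in these data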;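 note: assay run at fixed EC70 calcium of 1.6 mM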
# RTF Ca sens act = increases calcium sensitivity of human cardiac regulated thin filaments. IANBD-labeled TnC RTF fluorescence at EC20 calcium; 0% EC20 calcium, 100% full calcium. AID 493008. activation, % at 7.2 µM. 0.24% of 340,000 active;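 active = activation above the mean over all tested compounds plus 3 SD, cut at about 30% in these data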;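 note: rise in fluorescence read as greater calcium sensitivity of cardiac thin filaments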
# DSG3 Ab inh = human desmoglein-3 autoantibody binding inhibition; AID 588358; DSG3-coupled beads, scFv-anti-DSG3-GFP binding, flow cytometry; hits give low values; P32926; binding (percent of control), % at 10 µM; 0.48% of 310,000 active;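 active = binding more than 3 SD below its plate's average and above zero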;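 note: hits lower antibody fragment binding to DSG3; some compounds called inactive have numbers as strong as hits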
# V-ATPase pHluor = regulators of yeast V-ATPase proton transport; S. cerevisiae, pHLuorin cytosolic pH fluorescence; response, % at 10 µM; 0.37% of 350,000 active; in the data active = response mostly above about 7.3%, no sharp cut-off; inactive = mostly below about 5.4%; note: actives read high; inactives centre near 0; some compounds called inactive have numbers as strong as hits; reference of the scale not given here
# Active calls of the source: *; · = no result given; & = joins results of further samples.
SMILES,Keap1-Nrf2 PPI,LANA DNA inh,MOR-DOR ag,Wnt bcat act,OPRM1-OPRD1 inv,Arrestin-AP2 inh,Cardiac RTF inh,RTF Ca sens act,DSG3 Ab inh,V-ATPase pHluor
O=C(Nc1cccnc1)c1ccc(Cl)c(S(=O)(=O)N2CCCCCC2)c1,-3,-0.2,0.6,11,-4,1,-5,-4,97,0
O=C(CCC(=O)OCc1ccc([N+](=O)[O-])cc1)Nc1ccc(F)cc1,-6,1.2,-1.5,-2,10,2,1,-2,107,-1
O=C(O)Cc1sc(Nc2cccc3ccccc23)nc1-c1ccc(Cl)cc1,-2,0.3,4.2,3,-19,-4,-4,1,98,0
COc1ccccc1N1CCN(C(=O)COc2cc(C)cc3oc(=O)cc(C)c23)CC1,-3,2.3,-2.3,-2,12,7,-6,-1,·,-2
COc1ccc(NC(=O)CSc2nc(C)cs2)cc1,-1,-0.7,-1.2,-1,6,5,-2,3,97,-1
COc1ccc(C2C3=C(CC(C)(C)CC3=O)Nc3nc(C)nn32)cc1OC (stereo not drawn),·,·,·,3,·,-7,·,·,98,4
Cc1sc2nnn(CC(=O)N3CCN(C(=O)c4ccco4)CC3)c(=O)c2c1C,-2,-0.6,-2.4,·,13,6,0,-8,102,-2
Cc1cc(-n2c(C)cc(C(=O)COc3cc(F)ccc3[N+](=O)[O-])c2C)no1,0,-2.5,-1.8,1,7,22,1,1,100,-2
CCc1nnc(NC(=O)c2ncc(Cl)c(Cl)c2Cl)s1,-3,-0.1,0.3,-1,-2,15,-4,-4,94,-3
O=C1C=C(N2CCOCC2)CO1,0,0.2,-1.1,-1,6,0,-13,2,103,-1
N#Cc1ccc(NC(=O)COC(=O)CCNS(=O)(=O)c2ccccc2)cc1,-3,-1.3,-0.8,-7,4,1,-14,9,104,0
NC(=O)c1ccc[n+](CC(=O)c2ccccc2)c1,·,·,·,2,·,-10,·,·,110,3
Nc1ccc(C(=O)O)cc1,-3&1&1,0.7&5.1&0.6,-0.6&-2.1&-0.6,5&-1&0,3&12&3,-1&-1&7,2&0&2,2&-2&-3,106&97,-2&-1&3
Cc1sc(NC(=O)C2C3CCC(O3)C2C(=O)O)nc1-c1ccc(CC(C)C)cc1 (stereo not drawn),-1,-0.1,1.5,24,-9,-3,-3,-3,101,4
COc1ccc(C(=O)COC(=O)CCNS(=O)(=O)c2ccccc2)cc1Br,1,2.6,-1.9,7,10,-11,-10,6,107,-1
COC(=O)CSc1nc2ncccc2[nH]1,-3,-0.2,-1.4,4,7,13,-9,3,·,3
Clc1ccccc1-c1nnc2n1CCCCC2,5,-5.5,-1.7,-1,9,36,0,-1,111,-1
O=C(NCc1ccccc1)c1cc(S(=O)(=O)N2CCOCC2)ccc1F,-6,-0.7,-1.3,-1,6,14,-6,-2,119,1
O=c1[nH]c(CSc2ncnc3sc(-c4ccccc4)cc23)nc2ccccc12,-1,-1.7,-1.2,-11,7,-5,-4,9,98,1
Cc1ccc(CC(=O)Nc2ccc(C(=O)N3CCOCC3)cc2)cc1,-3,0.4,-1.6,0,9,-7,-1,-1,105,1
CCN1C(=NCc2ccco2)N[C@@H](c2cccc(F)c2)C(C(=O)OC)=C1C,-7,0.2,0.5,2,-3,-8,-12,4,104,-1
O=C(c1ccc(Br)cc1)c1cc(-c2ccccn2)c(N2CCOCC2)s1,-4,1.1,-2.4,3,12,5,-3,2,97,6
Cc1cccc2[nH]c(SCC(=O)N3CCOCC3)nc12,2,0.7,-0.8,-10,5,11,4,-4,88,2
CCOc1ccc(/C(O)=C2/C(=O)C(=O)N(CCCN3CCOCC3)C2c2ccc(F)cc2)cc1C (stereo not drawn),-3,-2.3,0.7,-1,-3,-8,-2,3,104,-3
CC(CC(=O)NC1CCCC1)c1ccccc1 (stereo not drawn),5,2.4,-1.2,-2,6,-8,1,-3,·,-2
CC[C@H](C)/C=C/C1=CC2=C(Cl)C(=O)[C@@]3(C)OC(=O)C(C(=O)[C@H](C)[C@@H](C)O)=C3C2=CO1,-10,28,-0.1,·,1,26,-8,9,87,7
COc1ccccc1Nc1nc(N)nc(CN2CCc3ccccc3C2)n1,-1,-0.7,-0.5,-3,3,11,-5,2,103,4
COc1cccc(/C=C2\SC(=S)N(c3cccnc3)C2=O)c1OC,1,0.0,-0.4,-1,2,10,-10,2,103,-1
O=C(Nc1ccc(F)cc1)C1CCN(C(=O)c2ccc([N+](=O)[O-])cc2)CC1,-3,-0.7,2.5,1,-17,3,-7,-1,99,0
CCN(CC)c1ccc(/C=C2\CCC(/C=C(/C#N)C(=O)Nc3ccccc3F)=C2N2CCOCC2)cc1,-5,-0.2,-2.9,-4,15,23,-1,4,80,7
O=C(CCS(=O)(=O)c1cccs1)NC1CCCCCC1,3,1.2,-0.4,·,3,-5,-15,8,112,2
CCc1ccc(NC(=O)[C@H](C)NC(=O)C2CCN(C(=O)[C@@H](N)CC(C)C)CC2)cc1,-4,2.3,0.3,1,-1,11,0,2,102,2
Cc1[nH]cnc1CSCCN,3,0.2,-3.2,-2,13,-1,-7,1,·,3
O=C(Nc1cccc(-c2nc3ccccc3s2)c1)c1cc(-n2cnnc2)ccc1Cl,-7,-0.1,-1.1,·,6,8,10,1,87,5
COc1cc2c(cc1OC)CN(CC(=O)Nc1cccc([N+](=O)[O-])c1)CC2,1,0.6,-2.0,0,9,14,-8,-4,111,-5
Cc1noc(C)c1NC(=O)Nc1ccc2c(c1)C(=O)N([C@H](C)CO)C[C@H](C)[C@@H](CN(C)C(=O)Nc1ccccc1)O2,2,1.1,-1.0,-2,5,9,-5,-1,89,0

# Overlap with the part before: 7 entries, followed by the next part.
SMILES,Keap1-Nrf2 PPI,LANA DNA inh,MOR-DOR ag,Wnt bcat act,OPRM1-OPRD1 inv,Arrestin-AP2 inh,Cardiac RTF inh,RTF Ca sens act,DSG3 Ab inh,V-ATPase pHluor
CCN(CC)c1ccc(/C=C2\CCC(/C=C(/C#N)C(=O)Nc3ccccc3F)=C2N2CCOCC2)cc1,-5,-0.2,-2.9,-4,15,23,-1,4,80,7
O=C(CCS(=O)(=O)c1cccs1)NC1CCCCCC1,3,1.2,-0.4,·,3,-5,-15,8,112,2
CCc1ccc(NC(=O)[C@H](C)NC(=O)C2CCN(C(=O)[C@@H](N)CC(C)C)CC2)cc1,-4,2.3,0.3,1,-1,11,0,2,102,2
Cc1[nH]cnc1CSCCN,3,0.2,-3.2,-2,13,-1,-7,1,·,3
O=C(Nc1cccc(-c2nc3ccccc3s2)c1)c1cc(-n2cnnc2)ccc1Cl,-7,-0.1,-1.1,·,6,8,10,1,87,5
COc1cc2c(cc1OC)CN(CC(=O)Nc1cccc([N+](=O)[O-])c1)CC2,1,0.6,-2.0,0,9,14,-8,-4,111,-5
Cc1noc(C)c1NC(=O)Nc1ccc2c(c1)C(=O)N([C@H](C)CO)C[C@H](C)[C@@H](CN(C)C(=O)Nc1ccccc1)O2,2,1.1,-1.0,-2,5,9,-5,-1,89,0
COCCn1c(=O)[nH]c2cc(C(=O)N3CCN(c4ccccc4F)CC3)ccc2c1=O,-3,-1.6,-0.4,·,3,12,4,-4,96,-2
CC1CC(C)CN(CCCNC(=O)CCNC(=O)Cn2ccc3ccccc3c2=O)C1 (stereo not drawn),1,0.1,-1.3,-5,7,-16,-18,6,106,-1
CNc1cc(Cl)nc(SC)n1,-1,-0.1,-3.1,-1,15,28,-6,-1,96,-2
CCCCCCC1CC(=O)NC(=S)N1 (stereo not drawn),-2,0.2,-1.2,0,6,-7,-7,-1,102,0
COc1ccc(-c2nnc(NC(=O)c3c(OC)cccc3OC)s2)cc1,-4,0.3,-2.8,0,14,7,-16,5,117,-3
Cc1cc(C)n2c(SCC(C)C)nnc2n1,3,-1.5,-1.1,2,5,-24,2,-1,94,-76
CCNS(=O)(=O)c1ccc(S(=O)(=O)N(Cc2ccccn2)C2CCCCC2)cc1,0,-0.7,-2.0,·,10,2,7,1,110,2
Cc1ccccc1CN1CCN(C(=O)c2ccco2)CC1,-4,2.9,-0.8,20,4,4,-7,-3,102,0
S=C(NCCCN1CCOCC1)N1CCN(c2nc(-c3ccccc3)cs2)CC1,-3,-2.8,2.1,-4,-11,-3,15,3,106,-4
COc1ccc(-c2c(C)nn(-c3ccccc3)c2NC(C)=O)cc1OC,-4,1.5,-2.4,-1,11,8,0,1,102,0
Cc1nn(C)cc1/C=C/C(=O)c1ccccc1,-1,1.0,-0.5,·,3,11,-2,-3,104,3
Cc1cccc(N2CCN(C(=O)C(NS(=O)(=O)c3cccs3)c3ccccc3)CC2)c1C (stereo not drawn),-4,-4.3,1.0,·,-6,37,14,-1,104,-2
Cc1ccc(C(=O)NCCC(=O)N2CCC3(CC2)NCCc2[nH]cnc23)cc1C,0,1.0,-2.2,3,12,4,-8,-6,96,-3
COC(C(=O)Nc1ccc(S(=O)(=O)Nc2ccc(F)cc2)cc1)c1ccccc1 (stereo not drawn),-1,0.8,2.8,-5,-15,-5,-22,4,103,6
Cc1nnc(SCC(=O)N2CCC(c3noc4ccc(F)cc34)CC2)s1,-2,0.8,-3.2,-6,16,3,-3,0,96,2
CCN1CCN(C(=O)/C(C#N)=C/c2ccc(OC(F)F)cc2)CC1,-4,-0.5,-0.1,-2,1,14,0,4,98,3
CCC1CCCCN1C(=O)CSc1nnc(-c2ccc3c(c2)OCCO3)o1 (stereo not drawn),-5,2.0,0.6,·,-3,-2,-6,14,104,2
Clc1ccc2nc(-c3ccc4c(c3)OCO4)cn2c1,2,-0.5,3.3,11,-15,8,-5,0,·,-5
Cc1c(OCC(=O)NCC2CCC(C(=O)O)CC2)ccc2c(-c3ccccc3)cc(=O)oc12 (stereo not drawn),-1,2.1,-1.5,-2,8,-2,5,-1,100,0
N#C/C(=C\c1ccc([N+](=O)[O-])cc1)C(=O)Nc1ccccc1O,0,-2.0,1.0,2,-6,-5,1,-8,84,2
Brc1cccc(CSc2nnc(-c3ccncc3)o2)c1,-5,-0.3,-1.5,-3,8,6,1,-2,99,2
C(#CCN1CCCC1)CC(c1ccccc1)c1ccccc1,-2,-1.3,2.3,-2,-13,-16,-8,0,97,-1
Cc1cc(C)n2nc(/C(C#N)=C/c3ccccc3)c(C#N)c2n1,-6,-0.4,-0.6,0,3,-2,-7,0,98,4
CCCCn1c(NC(=O)CC)c(C#N)c2nc3ccccc3nc21,-4,1.0,2.4,-5,-15,-3,-6,-3,·,5
COc1cccc(C(=O)COC(=O)CCC(=O)c2ccccc2)c1,-1,0.8,-3.1,0,16,17,-4,-2,·,-5
